Anthrax LF inh2: anthrax lethal factor protease inhibition. AID 588501. inhibition, % at 10 µM. P15917. multiplex microsphere protease cleavage assay, LF. 0.12% of 360,000 active; also: plate controls were buffer without enzyme for full effect and enzyme alone for no effect
PfHsp40 yeast: restores yeast growth despite PfHsp40 toxicity. S. cerevisiae expressing PfHsp40, growth rescue, ATP luminescence. 0.68% of 340,000 active. growth rescue, % at 12.5 µM; in the data active = growth rescue above about 28%, passing the limit was not always enough; inconclusive = no clear call, values can overlap the other calls;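 also: yeast W303a lacking pdr1 and pdr3 grown in galactose medium; growth measured after three days at 30 °C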
TcdB inh: blocks C. difficile toxin B glycohydrolase activity. TcdB glycohydrolase enzymatic assay, plate reader. inhibition, % at 9.99 µM. 0.24% of 350,000 active. AID 652162; in the data active = inhibition above about 10%
Target sequence (P18177 whole entry, looked up): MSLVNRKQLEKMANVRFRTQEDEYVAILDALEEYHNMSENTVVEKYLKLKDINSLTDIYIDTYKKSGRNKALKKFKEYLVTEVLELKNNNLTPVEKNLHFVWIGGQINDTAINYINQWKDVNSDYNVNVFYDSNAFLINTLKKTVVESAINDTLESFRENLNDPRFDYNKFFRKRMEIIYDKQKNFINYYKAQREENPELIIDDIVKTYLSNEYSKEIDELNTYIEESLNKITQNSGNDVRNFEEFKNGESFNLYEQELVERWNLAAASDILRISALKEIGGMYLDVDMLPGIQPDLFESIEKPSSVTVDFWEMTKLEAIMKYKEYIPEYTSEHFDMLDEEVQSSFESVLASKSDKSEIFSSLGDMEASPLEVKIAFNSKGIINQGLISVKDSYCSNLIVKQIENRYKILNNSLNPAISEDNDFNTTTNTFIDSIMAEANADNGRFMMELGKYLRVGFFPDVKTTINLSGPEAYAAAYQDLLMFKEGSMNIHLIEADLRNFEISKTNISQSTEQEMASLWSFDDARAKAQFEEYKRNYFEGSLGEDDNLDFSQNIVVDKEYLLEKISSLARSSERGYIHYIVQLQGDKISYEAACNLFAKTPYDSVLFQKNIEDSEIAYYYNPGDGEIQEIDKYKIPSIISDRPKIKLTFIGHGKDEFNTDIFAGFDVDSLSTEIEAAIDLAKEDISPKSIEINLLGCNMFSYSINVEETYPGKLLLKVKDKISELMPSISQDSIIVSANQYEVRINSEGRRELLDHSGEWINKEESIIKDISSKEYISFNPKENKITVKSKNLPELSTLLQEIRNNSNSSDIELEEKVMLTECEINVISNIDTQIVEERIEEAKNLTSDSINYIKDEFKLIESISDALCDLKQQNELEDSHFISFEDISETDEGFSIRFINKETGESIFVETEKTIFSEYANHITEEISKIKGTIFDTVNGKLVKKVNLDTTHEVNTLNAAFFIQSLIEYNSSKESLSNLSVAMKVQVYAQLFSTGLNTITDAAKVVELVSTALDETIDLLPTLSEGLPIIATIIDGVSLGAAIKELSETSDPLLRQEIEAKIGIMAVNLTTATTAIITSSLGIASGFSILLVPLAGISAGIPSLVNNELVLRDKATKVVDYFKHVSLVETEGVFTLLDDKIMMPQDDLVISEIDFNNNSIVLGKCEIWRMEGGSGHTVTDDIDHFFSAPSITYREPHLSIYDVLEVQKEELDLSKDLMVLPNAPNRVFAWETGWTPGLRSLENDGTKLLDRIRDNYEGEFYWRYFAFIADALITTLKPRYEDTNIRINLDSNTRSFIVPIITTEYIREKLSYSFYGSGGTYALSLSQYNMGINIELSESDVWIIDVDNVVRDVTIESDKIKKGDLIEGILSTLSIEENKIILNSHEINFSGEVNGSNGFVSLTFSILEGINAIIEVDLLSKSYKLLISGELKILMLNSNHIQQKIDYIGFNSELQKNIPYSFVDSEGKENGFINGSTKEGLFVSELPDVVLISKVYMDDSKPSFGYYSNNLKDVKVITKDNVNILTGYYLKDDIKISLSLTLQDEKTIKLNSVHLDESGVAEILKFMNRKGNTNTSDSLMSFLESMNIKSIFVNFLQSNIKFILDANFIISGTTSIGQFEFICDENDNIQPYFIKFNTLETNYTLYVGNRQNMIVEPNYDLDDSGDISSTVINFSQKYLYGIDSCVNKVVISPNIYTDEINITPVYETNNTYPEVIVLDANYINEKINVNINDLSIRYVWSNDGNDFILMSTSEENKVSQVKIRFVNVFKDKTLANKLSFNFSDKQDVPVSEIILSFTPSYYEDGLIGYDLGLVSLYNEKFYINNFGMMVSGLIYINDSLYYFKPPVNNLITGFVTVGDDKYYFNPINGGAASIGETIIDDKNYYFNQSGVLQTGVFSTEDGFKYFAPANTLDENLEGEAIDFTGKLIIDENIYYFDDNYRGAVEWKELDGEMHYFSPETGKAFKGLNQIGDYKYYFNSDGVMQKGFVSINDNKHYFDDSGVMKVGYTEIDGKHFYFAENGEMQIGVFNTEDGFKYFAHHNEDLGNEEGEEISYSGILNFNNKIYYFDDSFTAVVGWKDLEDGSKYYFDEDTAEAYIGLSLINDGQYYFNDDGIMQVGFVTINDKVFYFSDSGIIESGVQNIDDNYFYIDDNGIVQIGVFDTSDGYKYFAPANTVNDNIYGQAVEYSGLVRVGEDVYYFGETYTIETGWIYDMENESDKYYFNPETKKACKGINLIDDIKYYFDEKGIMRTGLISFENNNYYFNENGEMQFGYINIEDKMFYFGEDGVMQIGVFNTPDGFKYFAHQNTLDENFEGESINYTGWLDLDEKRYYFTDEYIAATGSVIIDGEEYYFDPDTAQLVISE
SARS 3CLpro inh: SARS-CoV 3CLpro protease inhibition; P0C6X7; recombinant SARS-CoV 3CLpro, quenched FRET peptide cleavage; inhibition, % at 6 µM; 0.14% of 290,000 active; in the data active = inhibition above about 12%
Y pestis TopoI: Y. pestis Topo-I inhibition via cleavage products. AID 504884. 0.064% of 360,000 active. Y. pestis Topo-I cleavage product accumulation, plate reader. activity, % at 10 µM; in the data active = activity above about 50%, passing the limit was not always enough; inconclusive = no clear call, values can overlap the other calls; also: inactives centre near 2
PrPC surface inh: reduces human prion protein on the cell surface. cell surface PrPC, TR-FRET read-out. inhibition, % at 13.8 µM. 0.43% of 370,000 active; in the data active = inhibition above about 24%; also: 0% = median of the test wells and 100% = reference compound wells
BoNT A protease: blocks Botulinum neurotoxin A light chain protease; multiplex microsphere protease substrate cleavage, flow cytometry; inhibition, % at 10 µM; 0.17% of 360,000 active; also: plate controls were buffer without enzyme for full effect and enzyme alone for no effect
BH1578 lux ind: quorum light induction in luxS cqsA deficient V. cholerae | 0.16% of 350,000 active | AID 588436 | activation, % at 18.7 µM | V. cholerae BH1578 lux reporter, luminescence, 6 h; in the data active = activation mostly above about 9.7%, no sharp cut-off; inconclusive = no clear call, values can overlap the other calls; inactive = mostly below about 3.7%; also: not every result past the cut was called active; inactives centre near 0; reference of the scale not given here
PriA SSB inh: blocks PriA binding to SSB C-terminal tail; AlphaScreen SSBct-PriA binding, biotinylated peptide; inhibition, % at 33 µM; 0.6% of 430,000 active; AID 1272365; in the data active = inhibition mostly above about 37%, no sharp cut-off; inactive = mostly below about 20%;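 also: plate controls were negative control peptide for no effect and reference peptide for full effect; strong numbers were not always called active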
An asterisk follows results filed as active; i = inactive; ? = inconclusive; nt = no result given; & = joins results of further samples. Rule as the data show it, unless noted: active = inhibition above about 30%; inconclusive = no clear call, values can overlap the other calls; inactive = below that.

SMILES	Anthrax LF inh2	PfHsp40 yeast	TcdB inh	SARS 3CLpro inh	Y pestis TopoI	PrPC surface inh	BoNT A protease	BH1578 lux ind	PriA SSB inh
COC(=O)/C(=C/c1ccco1)NC(=O)c1ccco1	-2	1.2	0.6	3	1	1	-0.8	-0.4	7
C=CCOc1ccc(/C=C/C(=O)OCC(=O)NCCCc2ccccc2)cc1	2	0.9	0.6	nt	53*	6	0.6	-1.4	-7
CCN(Cc1nc(-c2ccccc2)no1)C(=O)c1ccc2c(c1)OCO2	-5	-0.8	-1.3	4	19	3	0.5	i	3
Cc1ccccc1-c1nc(CS(=O)(=O)CC(=O)N2CCc3ccccc3C2)c(C)o1	7	3.1	0.3	4	32	7	-0.4	-0.2	-1
Cn1c(=O)c2sccc2n2c(CCCC(=O)NCc3cccnc3)nnc12	1	0.4	1.4	0	-2	-5	1.1	i	-3
O=C(N/C(=C/c1cccnc1)C(=O)N1CCOCC1)c1ccccc1Br	0	2.7	0.3	2	3	5	-0.6	-0.2	-10
COc1ccc(Br)cc1C(=O)Nc1ccccc1N1CCN(C(=O)c2ccccc2)CC1	2	1.2	0.0	6	6	-9	0.7	-3.1	-1
CNC(=S)N(C)/N=C1/C(=O)N(Cc2c(Cl)cccc2Cl)c2ccccc21	2	-0.9	0.1	nt	9	8	-0.4	5.5	nt
O=C(CSc1nnc(-c2ccccc2)o1)c1nnc(-c2ccccc2)o1	-2	1.1	nt	8	-11	6	0.2	1.4	6
CCOc1ccc(S(=O)(=O)NCc2ccccn2)c(C)c1C	-5	-0.1	1.2	0	-5	2	0.3	-0.4	-15
Cc1cccc2c1CC(C)(C)N=C2C1=C(O)CCCC1=O	-1	1.0	nt	-1	-7	2	0.1	3.2	-6
O=C(Nc1cccc([N+](=O)[O-])c1)N1CCN(c2ccccc2)CC1	-3	-0.9	0.8	1	-6	3	0.0	i	1&10
c1ccc(CN2Cc3ccccc3-n3nncc3C2)cc1	6	nt	0.2	nt	4	1	0.2	-0.3	nt
Cn1c(CNC(=O)C2CCCCC2)cc2cc(Cl)ccc21	5	-1.3	-0.3	4	6	31*	0.6	i	-8
Cc1ccc(CNc2nc3c([nH]2)c(=O)n(C)c(=O)n3C)cc1	-8	-0.9	nt	-2	-6	5	-0.9	i	-7
O=C(NCCCc1nc2ccccc2[nH]1)c1ccco1	2	0.5	1.1	-17	-2	3	0.5	-0.1	-6
Cc1ccc(NS(=O)(=O)c2ccc(-c3ccc(=O)[nH]n3)o2)cc1	1	0.6	-0.4	-6	4	-13	-0.6	-0.6	-7
CCCCCCSC1=C(C#N)C(c2ccc(C)o2)CC(=O)N1 (stereo not drawn)	-7	1.1	nt	2	12	-1	-1.1	i	-2
COc1ccc(-c2cccc([C@H]3[C@@H]4C=CC[C@@H](C)[C@@H]4C(=O)N3Cc3ccccc3)c2)cc1	2	0.3	0.8	nt	25	-7	0.1	-6.2	0
CC(C)CN(Cc1cc(=O)oc2cc3c(cc12)CCCC3)CC(C)C	24	-0.6	2.5	-4	3	1	?	i	2
COc1cccc(NC(=O)CCNS(=O)(=O)c2cccc3nsnc23)c1	4	-0.9	1.0	0	6	-30	0.1	i	-12
COc1ccc2oc(C(=O)N(Cc3ccco3)Cc3cccs3)c(C)c2c1	0	0.3	1.9	nt	47	2	-6.3	-2.9	1
CCc1nn(CC(=O)NCCCN(CC)CC)c(=O)c2cc3sc(C)cc3n12	5	1.1	0.3	1	5	3	-0.9	-0.6	-5
COc1ccc(NC(=O)C2Cc3ccccc3CN2C(=O)c2ccco2)cc1 (stereo not drawn)	2	-0.4	1.0	4	-1	-7	3.5	-0.3	8
O=C(NCc1ccco1)C(=O)NCC1OCCCN1S(=O)(=O)c1ccccc1 (stereo not drawn)	-1	-0.8	nt	-6	2	0	-0.6	-0.1	7
COc1ccc(-c2cc(C(F)F)n3ncc(C(=O)N4CCSCC4)c3n2)cc1	6	0.9	nt	-7	5	-1	-0.3	-0.1	-19
COc1cc(/C=c2\sc3nc(=O)c(-c4ccccc4)nn3c2=O)ccc1OCCC(C)C	2	1.0	nt	0	4	1	0.7	-0.2	nt
O=C1Nc2ccccc2N(O)N1c1cc(-c2ccccc2Cl)no1	4	-0.5	nt	5	1	-3	0.6	i	-6
O=C(Nc1nccs1)C1CCCN1S(=O)(=O)c1cccc2cccnc12 (stereo not drawn)	-2	0.5	0.4	-3	2	-4	0.3	-0.5	-2
O=C(Nc1c2c(nn1-c1ccccc1)CS(=O)C2)c1ccc(S(=O)(=O)N2CCOCC2)cc1 (stereo not drawn)	-1	0.4	0.2	-6	-7	0	0.2	-0.5	18
CCCn1c(NCc2cccs2)nc2ccccc21	3	0.1	nt	3	-2	-1	0.2	i	-9
Cc1cccc(-n2nc(C(=O)c3ccco3)cc(-c3nc4ccccc4[nH]3)c2=N)c1	-2	0.3	0.3	1	-4	-12	3.1	0.2	26
Clc1ccc(C2CC(c3cccs3)n3ncnc3N2)c(Cl)c1 (stereo not drawn)	-7	-1.0	0.2	-2	19	5	-0.8	i	5
O=C(/C=C/c1ccc2c(c1)OCO2)c1ccc[nH]1	1	-1.1	nt	1	-7	-2	0.6	i	5&9
CCOC(=O)c1c(NC(=O)CN2CCN(c3cccc(Cl)c3)CC2)sc(C)c1C	-9	0.2	-0.1	nt	0	-4	-0.7	-4.3	-2
Cc1ccc(NC(=O)CN2CCN(Cc3ccccc3)CC2)c(Br)c1	24	0.4	-0.7	5	?	-6	?	i	-11
CCOc1ccc(CCN2C(=O)C(=O)N([C@@H](Cc3ccc(O)cc3)CN3CCC[C@H]3CN3C(=O)C(=O)NC[C@@H]3Cc3ccccc3)C[C@@H]2Cc2ccc(O)cc2)cc1	-1	nt	-0.2	nt	nt	4	-0.2	nt	nt
CCCCn1c(O)c(C(CC)=Nc2cccc(C(=O)O)c2)c(=O)[nH]c1=O	-3	-1.4	nt	-7	-11	0	-0.7	0.5	-4
CCOP(=O)(OCC)C(NC(=O)Nc1ccc(Cl)c(Cl)c1)C(N)=O (stereo not drawn)	0	-2.2	0.7	1	-2	4	-0.6	-0.3	-3
Cc1ccc(CNS(=O)(=O)N(C)C)cc1	-3	-2.1	nt	3	-2	4	0.1	3.0	-8
CCCn1c(SCC(=O)N2CCCC2)nc2c1c(=O)n(C)c(=O)n2C	-3	-1.3	nt	-2	10	3	?	i	7
Cc1c(Cl)cccc1-n1c(-c2cccnc2)n[nH]c1=S	0	1.3	0.6	-1	-2	-6	0.1	i	1
COc1ccc2[nH]c3c(N4CCN(Cc5ccc6c(c5)OCO6)CC4)ncnc3c2c1	-2	0.7	nt	-6	-11	-1	-1.0	0.5	30
Cc1c(C(=O)N2CCCCCC2)c(S(=O)(=O)Nc2cccc(F)c2)c(C)n1C	2	0.2	-0.9	-2	5	2	-0.9	-0.5	0
O=C(CCC(=O)N1CCOCC1)NCCc1ccc(F)cc1	-10	-1.8	-0.1	nt	-5	6	-0.4	i	4
CC1(C)Cc2c(sc(NC(=O)c3ccccc3Cl)c2C(=O)O)CO1	0	-2.0	-0.7	3	4	3	0.9	-0.3	-11
CN(C)c1ccc(C(c2nnnn2CCOC(=O)Nc2ccc(Cl)cc2)N2CCOCC2)cc1 (stereo not drawn)	-6	-0.5	nt	0	-9	3	-0.3	0.0	17
CC(=O)Nc1ccc(NC(=O)c2ccccc2Nc2ccccc2)cc1	13	0.5	-0.4	6	-8	5	-3.6	-0.5	-1
O=C(COC(=O)C1COc2ccccc2O1)Nc1cccc(S(=O)(=O)N2CCCCC2)c1 (stereo not drawn)	-10	0.2	0.7	-1	8	3	-0.5	i	-1
CCOCCCNC(=O)c1ccc(OC2CCN(C(C)=O)CC2)c(OC)c1	-11	0.9	-2.4	-2	-5	3	1.0	i	-10
CN(C)C(=O)N1CCN(S(=O)(=O)c2ccc3ccccc3c2)CC1	-8	?	0.6	1	0	10	1.4	i	-4
O=c1cccc2c1c1cc[nH]c3ccc(=O)n2c31	1	0.8	0.4	nt	8	-18	-1.1	-0.3	0
O=C1NC(c2cccc(OCc3ccccc3)c2)Nc2ccccc21 (stereo not drawn)	-6	-0.8	0.0	nt	14	13	0.4	5.6	-11
OCC(O)C(O)C(O)c1cnn(-c2ccccc2)n1 (stereo not drawn)	1	-0.3	0.0	nt	1	1	0.3	nt	3
COc1ccc(Cl)cc1Nc1nc(N)nc(C(F)(F)F)n1	-6	-0.8	nt	2	-2	-4	-1.6	i	-7
Cc1ccc(C(=O)NCc2nnc(SCC(=O)Nc3ccccc3)n2C)cc1	-1	0.3	nt	3	6	6	-0.9	i	0
O=C(CCNC(=O)C1CCN(S(=O)(=O)c2ccc(F)cc2)CC1)NCc1ccncc1	-3	-0.3	0.6	-2	-1	-1	-1.3	-0.3	-2
CCOC(=O)N1CCN(c2cc(=O)n(-c3ccc(OC)cc3)c(=O)[nH]2)CC1	-4	0.9	nt	-1	3	-3	0.2	i	2
O=C(Cn1nnc(-c2ccncc2)n1)NCCc1ccccc1	3	-1.0	0.3	-6	-11	10	2.2	i	-16
COC(=O)c1cn(NC(=O)c2ccc(OC)c([N+](=O)[O-])c2)c(=O)c2ccccc12	-6	-0.7	0.1	-5	1	-3	-0.9	2.0	-13

Entries from the list above that have a Cl atom, in the order listed:
SMILES	Anthrax LF inh2	PfHsp40 yeast	TcdB inh	SARS 3CLpro inh	Y pestis TopoI	PrPC surface inh	BoNT A protease	BH1578 lux ind	PriA SSB inh
CNC(=S)N(C)/N=C1/C(=O)N(Cc2c(Cl)cccc2Cl)c2ccccc21	2	-0.9	0.1	nt	9	8	-0.4	5.5	nt
Cn1c(CNC(=O)C2CCCCC2)cc2cc(Cl)ccc21	5	-1.3	-0.3	4	6	31*	0.6	i	-8
O=C1Nc2ccccc2N(O)N1c1cc(-c2ccccc2Cl)no1	4	-0.5	nt	5	1	-3	0.6	i	-6
Clc1ccc(C2CC(c3cccs3)n3ncnc3N2)c(Cl)c1 (stereo not drawn)	-7	-1.0	0.2	-2	19	5	-0.8	i	5
CCOC(=O)c1c(NC(=O)CN2CCN(c3cccc(Cl)c3)CC2)sc(C)c1C	-9	0.2	-0.1	nt	0	-4	-0.7	-4.3	-2
CCOP(=O)(OCC)C(NC(=O)Nc1ccc(Cl)c(Cl)c1)C(N)=O (stereo not drawn)	0	-2.2	0.7	1	-2	4	-0.6	-0.3	-3
Cc1c(Cl)cccc1-n1c(-c2cccnc2)n[nH]c1=S	0	1.3	0.6	-1	-2	-6	0.1	i	1
CC1(C)Cc2c(sc(NC(=O)c3ccccc3Cl)c2C(=O)O)CO1	0	-2.0	-0.7	3	4	3	0.9	-0.3	-11
CN(C)c1ccc(C(c2nnnn2CCOC(=O)Nc2ccc(Cl)cc2)N2CCOCC2)cc1 (stereo not drawn)	-6	-0.5	nt	0	-9	3	-0.3	0.0	17
COc1ccc(Cl)cc1Nc1nc(N)nc(C(F)(F)F)n1	-6	-0.8	nt	2	-2	-4	-1.6	i	-7

(listing goes on)
SMILES	Anthrax LF inh2	PfHsp40 yeast	TcdB inh	SARS 3CLpro inh	Y pestis TopoI	PrPC surface inh	BoNT A protease	BH1578 lux ind	PriA SSB inh
O=C(O)CCn1cc(C=C2C(=O)NC(=S)NC2=O)c(-c2cccc(Br)c2)n1	5	1.0	-0.4	-3	6	-11	-0.9	-1.6	-11
CCCc1cc(C(=O)Nc2cc(OC)ccc2OC)cs1	nt	-0.1	1.4	5	20	-2	nt	-0.3	-28
COCCc1ncc(CN2CCCCC2C(=O)Nc2ccc(Oc3ccccc3)nc2)cn1 (stereo not drawn)	0	4.0	0.1	-1	-9	-3	-0.4	-15	14
COC(=O)c1ccc(Oc2ccc(C(F)(F)F)cn2)cc1	-2	0.0	0.3	5	1	1	-0.8	0.6	-27

An excerpt; the hit share may differ from the screen's.
